High-throughput results: PubChem BioAssay, several laboratories
VIM-2 inhibitor – blocks Pseudomonas aeruginosa VIM-2 metallo-beta-lactamase. purified VIM-2, nitrocefin hydrolysis, epi-absorbance fluorescence. inhibition, % at 5.6 µM. 290,000 compounds, 0.89% hits;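 active means inhibition above the mean of all tested compounds plus 3 SD, cutoff set per screening run, cut at about 7.5% in these data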;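 further: red hydrolysis product quenches plate fluorescence so inhibitors raise well fluorescence; 0% = enzyme with DMSO and 100% = DMSO without enzyme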
M18AAP inhibitor – blocks P. falciparum M18 aspartyl aminopeptidase. inhibition, % at 7.35 µM. 290,000 compounds, 1.2% hits. AID 1822. recombinant PfM18AAP, H-Glu-NHMec fluorogenic cleavage;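 active means inhibition above the campaign mean inhibition over all tested compounds plus 3 SD, cut at about 28% in these data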;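 further: 0% = plate median of test compound wells and 100% = 2 mM ZnCl2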
IDE cell activ – boosts human insulin-degrading enzyme activity in HEK cells | FAbeta-B cleavage, fluorescence polarization; 0% vehicle, 100% cell-free pure enzyme wells | P14735 | activation, % at 5.96 µM | 340,000 compounds, 0.073% hits;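 active means activation above the mean of all tested compounds plus 3 SD, set per screening campaign, cut at about 17% in these data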
p-CIP stab down – compounds decreasing mouse p/CIP protein stability. Q05BA5. F442A p/CIP-EGFP cells, EGFP fluorescence, 16 h. decrease of EGFP signal, % at 10 µM. 290,000 compounds, 0.01% hits;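 active means EGFP signal decrease of at least 30% at 10 µM or well 3 SD below plate mean, unless failing retest; inactive means the rest, including hits failing retest or dose response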; further: some compounds called inactive have numbers as strong as hits; many of its hits are not listed in these tables
IDE inh – inhibitors of human insulin-degrading enzyme in cells. inhibition, % at 5.59 µM. HEK cells, FAbetaB cleavage, fluorescence polarization. P14735. AID 434962. 320,000 compounds, 0.41% hits;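 active means percent inhibition above the average of all tested compounds plus 3 SD, set per screening campaign, cut at about 16% in these data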;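 further: IDE supplied by intact live HEK cells; FP after avidin binding of uncleaved biotin substrate so inhibition keeps polarization high; 0% = DMSO wells and 100% = 60 µM reference IDE inhibitor Ii1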
PHOSPHO1 inh – blocks human PHOSPHO1 phosphatase activity; recombinant PHOSPHO1, absorbance phosphatase assay; inhibition, % at 13.3 µM; 290,000 compounds, 1.1% hits; in the data active means inhibition above about 60%
Target sequence (Q8TCT1 whole entry, looked up): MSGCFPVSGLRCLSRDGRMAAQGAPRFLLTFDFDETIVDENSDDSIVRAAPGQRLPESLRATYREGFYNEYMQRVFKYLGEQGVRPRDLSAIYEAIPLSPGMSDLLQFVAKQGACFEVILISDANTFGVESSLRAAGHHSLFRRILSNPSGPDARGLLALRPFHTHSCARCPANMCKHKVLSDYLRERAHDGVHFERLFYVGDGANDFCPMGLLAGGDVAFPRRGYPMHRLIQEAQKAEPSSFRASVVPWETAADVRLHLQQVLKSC
GPR7 antagonist – human neuropeptides B/W receptor 1 antagonism. 290,000 compounds, 1.1% hits. inhibition, % at 4.4 µM. AID 1861. GPR7-expressing cells, fluorescence antagonist assay. P48145; in the data active means inhibition above about 16%, passing the limit was not always enough;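 further: cells stimulated with the agonist NPW; 0% = agonist with vehicle and 100% = vehicle without agonist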
Target sequence (P48145 whole entry, looked up): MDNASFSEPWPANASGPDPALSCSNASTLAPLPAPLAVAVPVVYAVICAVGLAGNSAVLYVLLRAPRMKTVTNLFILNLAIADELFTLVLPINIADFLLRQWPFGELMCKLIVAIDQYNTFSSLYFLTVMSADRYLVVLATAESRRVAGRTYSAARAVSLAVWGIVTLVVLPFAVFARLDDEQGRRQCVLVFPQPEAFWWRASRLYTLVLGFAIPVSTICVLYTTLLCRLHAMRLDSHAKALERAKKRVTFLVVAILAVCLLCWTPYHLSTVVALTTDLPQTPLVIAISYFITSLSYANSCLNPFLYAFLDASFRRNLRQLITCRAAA
IMP-1 inh – blocks Pseudomonas aeruginosa IMP-1 metallo-beta-lactamase; purified IMP-1, nitrocefin hydrolysis, epi-absorbance fluorescence; inhibition, % at 5.6 µM; 290,000 compounds, 0.45% hits;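 active means inhibition above the mean plus 3 SD of all compounds in the same screening run, cut at about 4.5% in these data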;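 further: 0% = IMP-1 with DMSO and 100% = DMSO wells lacking enzyme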
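System: purified recombinant IMP-1 beta-lactamase. Medium: Zinc- and detergent-supplemented HEPES buffer, pH 7.1. Compound: one 5.6 µM dose […]. Schedule: 15 min preincubation plus 25 min reaction at 25 °C. Technique: Epi-absorbance fluorescence, 480 nm excitation, 530 nm emission.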
NALP1 inh – NALP1 inhibition; S. cerevisiae NALP1/ASC/caspase-1 growth, X-gal OD620, 72 h; 280,000 compounds, 0.61% hits; inhibition, % at 10 µM; AID 2071; in the data active means inhibition mostly above about 24%, no sharp cut-off; inactive means mostly below about 32%; further: some compounds called inactive have numbers as strong as hits
Active calls of the source: *; . = no result given.

The first four entries as a preview:
VIM-2 inhibitor	M18AAP inhibitor	IDE cell activ	p-CIP stab down	IDE inh	PHOSPHO1 inh	GPR7 antagonist	IMP-1 inh	NALP1 inh	SMILES
-1.4	12	-4	-19	6	50	-6	-3.1	11	CCc1nn(CCCC(=O)N2CCN(c3ccc(OC)cc3)CC2)c(=O)c2cc3occc3n12
-1.0	-3	6	-10	-2	14	-6	-3.0	10	COc1ccccc1NC(=O)c1cc[n+](C)cc1
-0.1	3	0	0	0	10	7	-2.0	8	COc1cc(C2NC(=O)N(C)C3=C2C(=O)CCC3)cc(OC)c1OC (configuration not stated)
-5.8	3	5	8	-4	-19	-2	-2.7	8	CC(C)(C)c1ccc(Oc2ncccc2NC(=O)c2cccs2)cc1

The listing, from the start:
VIM-2 inhibitor	M18AAP inhibitor	IDE cell activ	p-CIP stab down	IDE inh	PHOSPHO1 inh	GPR7 antagonist	IMP-1 inh	NALP1 inh	SMILES
-1.4	12	-4	-19	6	50	-6	-3.1	11	CCc1nn(CCCC(=O)N2CCN(c3ccc(OC)cc3)CC2)c(=O)c2cc3occc3n12
-1.0	-3	6	-10	-2	14	-6	-3.0	10	COc1ccccc1NC(=O)c1cc[n+](C)cc1
-0.1	3	0	0	0	10	7	-2.0	8	COc1cc(C2NC(=O)N(C)C3=C2C(=O)CCC3)cc(OC)c1OC (configuration not stated)
-5.8	3	5	8	-4	-19	-2	-2.7	8	CC(C)(C)c1ccc(Oc2ncccc2NC(=O)c2cccs2)cc1
0.2	-4	-3	20	3	2	12	-0.6	8	O=C(CN(C(=O)c1csnn1)c1cccc(C(F)(F)F)c1)NCc1ccc(F)cc1
-3.7	-8	2	1	0	8	-7	-3.3	-4	COc1ccc(-n2nc(C(=O)NCc3cc(OC)ccc3OC)c3c4ccccc4n(C)c3c2=O)cc1
-4.2	-2	6	-18	.	25	8	-2.8	8	COc1cc(OC)cc(C(=O)N[C@H](C(=O)Nc2nc3ccccc3[nH]2)C(C)C)c1
-1.4	-12	-5	-12	3	32	3	1.4	12	Cc1nn2c(c1-c1ccc(Cl)cc1)N=C(c1ccco1)CC2c1ccccc1 (configuration not stated)
-1.4	0	6	-3	5	-12	0	-2.3	18	O=C(NCc1cccnc1)C(=O)NCC(c1ccco1)N1CCN(c2ccc(F)cc2)CC1 (configuration not stated)
-0.7	-17	0	-10	8	-44	-2	0.5	.	CCCC(=O)Nc1nnc(SCC(=O)N2CCN(c3ccccc3)CC2)s1
-2.8	2	3	-2	-3	4	-11	-2.4	0	Nc1nnc(SCC(=O)N2CCN(c3ccccc3)CC2)n1-c1ccccc1
-4.3	2	3	-7	.	18	-11	-6.8	13	CCc1ccccc1NC(=O)N1CCc2ccccc2C1
-0.1	0	-4	3	6	-3	8	-1.7	2	CCOCCCN(C(=O)c1snc(C(N)=O)c1N)C(C(=O)NC1CCCC1)c1ccc(OC)cc1 (configuration not stated)
-3.2	1	6	-7	3	11	2	0.2	7	O=C(Nc1ccccc1F)C1CCN(C(=O)Cc2ccccc2)CC1
.	.	-1	2	-2	13	.	.	.	N#Cc1ccc(C23CC4(C2)[C@H](CN(CC2CCCCC2)[C@@H]4c2ccccc2)C3c2ccccc2)cc1 (some centres not stated)
-0.2	-1	1	-1	.	34	3	-0.2	0	O=C(Nc1ccccc1NC(=O)c1ccccc1F)c1ccccc1F
-3.7	2	-11	2	13	-7	-7	-4.2	-42	Cc1cccc2cc3c(N)c(C(=O)N4CCc5ccccc54)sc3nc12
-1.5	-12	5	5	0	29	1	-2.3	6	COc1ccccc1CC(=O)N(Cc1ccccc1)c1cccc(C)c1
-0.9	30*	-1	-4	2	42	-9	-0.2	7	Cc1ccc(N2CCN(C(=S)c3ccc(-c4cccc([N+](=O)[O-])c4)o3)CC2)cc1
-1.2	1	6	-8	-2	-5	-1	0.0	36	N#CCCn1cc(/C=N/O)c(-c2ccc(F)cc2)n1
-4.3	5	-4	3	.	38	6	3.1	24	O=C(CSc1nc2ccc(Nc3nc(N4CCOCC4)nc(N4CCOCC4)n3)cc2s1)Nc1ccccc1Cl
-1.1	4	2	11	-2	38	-2	0.3	-8	CCOC(=O)N1CCN(C(=O)c2ccc(Cl)c(S(=O)(=O)N3CCOCC3)c2)CC1
-1.8	-6	1	-7	9	2	7	-2.2	35	COc1ccc(S(=O)(=O)NCc2csc(-c3cccnc3)n2)cc1
-1.7	5	-6	2	0	12	-4	-1.7	0	CCN(CC(=O)Nc1cccc(OC)c1)C(=O)c1ccc(C)s1

Shown comma-delimited: part of the list above
structure,VIM-2 inhibitor,M18AAP inhibitor,IDE cell activ,p-CIP stab down,IDE inh,PHOSPHO1 inh,GPR7 antagonist,IMP-1 inh,NALP1 inh
CCOCCCN(C(=O)c1snc(C(N)=O)c1N)C(C(=O)NC1CCCC1)c1ccc(OC)cc1 (configuration not stated),-0.1,0,-4,3,6,-3,8,-1.7,2
N#Cc1ccc(C23CC4(C2)[C@H](CN(CC2CCCCC2)[C@@H]4c2ccccc2)C3c2ccccc2)cc1 (some centres not stated),.,.,-1,2,-2,13,.,.,.

(listing goes on)
VIM-2 inhibitor	M18AAP inhibitor	IDE cell activ	p-CIP stab down	IDE inh	PHOSPHO1 inh	GPR7 antagonist	IMP-1 inh	NALP1 inh	SMILES
12*	4	2	0	-4	-2	3	-0.9	21	CN1CCN(c2ccc(NC(=O)COc3ccc(Cl)cc3Cl)cc2)CC1
-0.1	1	5	-12	.	1	-11	-4.4	23	O=C(CNC(=O)c1cccc(F)c1)N/N=C/c1cc(Br)ccc1OC(=O)/C=C/c1ccco1
0.6	-16	5	0	3	-1	18	1.7	36	CCOC(=O)C(C)(C)N(Cc1ccc(C)cc1)S(=O)(=O)c1ccc(Cl)c([N+](=O)[O-])c1
-3.7	4	-4	-10	2	2	-17	-0.5	-11	Cc1nn(C)c(C)c1/C=C/C(=O)c1ccccc1
-0.6	-7	7	1	-4	.	-4	-2.8	-5	COc1ccc(NC(=O)COc2ccccc2)cc1NC(=O)c1ccco1
-0.2	4	2	-12	-5	8	-2	0.3	25	COc1ccc(N2C(=O)/C(=C\c3ccco3)N=C2SCC(=O)NC(C)C)cc1Cl
0.2	-13	4	-5	-3	34	-3	0.9	1	CCCNS(=O)(=O)c1ccc(CCC(=O)N2CCCCC2)cc1
-3.2	4	1	-4	-2	37	-16	-1.8	5	O=C(O)C1CC=CCC1C(=O)NCCCCc1ccccc1 (configuration not stated)
.	.	1	-6	.	13	.	.	-14	COc1cc(O)c(C(CC(=O)N2CCOCC2)c2cc(OC)c(OC)c(OC)c2)c(OC)c1 (configuration not stated)
-1.3	10	-2	1	8	28	-6	-5.0	-5	COc1ccc(-n2ccc(=O)c(C(=O)Nc3ccc(S(=O)(=O)Nc4nccs4)cc3)n2)cc1
-2.7	0	7	-5	6	37	-7	-1.4	.	CCC(=O)O/N=C(\N)c1ccc(Oc2cc(C)c(Cl)c(C)c2)c([N+](=O)[O-])c1
0.6	1	-2	-5	-3	16	-3	-1.3	4	COCCn1nnnc1C(c1ccc2ncccc2c1)N1CCc2ccccc21 (configuration not stated)
-3.5	7	5	2	1	8	-14	-4.1	9	CCNC(=S)NNC(=O)c1cc(-c2cccnc2)nc2ccccc12
-6.9	1	4	1	6	-20	-4	-3.0	16	Cc1cccc(C)c1NC(=O)NC1(C(=O)NCCN2CCOCC2)CCCCC1
-2.7	-7	0	-362	.	46	-12	-2.3	-9	O=[N+]([O-])c1ccc(N/N=C/c2sc(N3CCOCC3)nc2-c2ccccc2)c(S(=O)(=O)Nc2ccc(Cl)cc2)c1
2.1	6	0	-3	9	7	-10	0.7	18	COCCn1c(=O)[nH]c2cc(C(=O)NCCN3CCN(c4ccc(OC)cc4)CC3)ccc2c1=O
1.0	-5	0	-14	-8	20	9	-2.0	9	Cc1ccc(-n2ccc(=O)c(C(=O)Nc3ccc(S(=O)(=O)Nc4nccs4)cc3)n2)cc1
-1.4	-12	2	-12	.	-3	1	-5.1	46	C(#Cc1ccc(C#CCN2CCCC2)cc1)CN1CCCC1
-5.4	3	4	-17	-6	48	-9	-1.8	-6	FC(F)(F)c1nnc2c(Sc3ccccc3)nc3ccc(Cl)cc3n12
-2.7	-2	8	0	4	14	-11	-2.2	18	CC(NC(=O)c1cccc(S(=O)(=O)N(C)C)c1)C1CC2CCC1C2 (configuration not stated)
-2.0	-8	-1	0	5	16	1	-3.9	30	COC(=O)N/N=C/c1cn(CCOc2ccc(OC)cc2)c2ccccc12
-2.9	3	-2	5	.	.	-15	-3.4	8	Cc1cc(N2CCOCC2)n2nc(C(F)(F)F)c(-c3ccccc3)c2n1
-5.8	0	3	-8	-1	27	-11	-3.2	.	Cc1ccc(NC(=O)CCc2nc3ccccc3[nH]2)cc1C
-0.9	7	7	3	0	-4	-9	-2.4	-7	CCN(CC)CCCNC(=O)c1ccc2c(=O)n(Cc3ccc4c(c3)OCO4)c(=S)[nH]c2c1
-2.6	0	2	-9	2	8	-11	-1.0	22	O=C(CS(=O)(=O)c1ccc2ccccc2c1)Nc1ccccc1Cl
-2.1	5	2	-4	4	35	-9	-1.6	-5	O=c1cc(CN2CCc3ccccc32)nc2sccn12
-4.7	0	1	9	5	23	5	-3.1	17	O=C1N2CN(C(c3ccccc3)c3ccccc3)CN=C2SC1(CO)CO
-6.5	-9	4	-1	-2	-8	-3	-3.4	8	Cc1cc(Nc2ccccc2)nc(N)n1
-5.2	0	-5	-4	0	1	0	-1.4	-3	COc1cccc(NC(=O)CCNC(=O)C2CCN(S(=O)(=O)c3ccc(F)cc3)CC2)c1
-0.6	4	4	.	3	.	4	-1.6	.	COc1ccc(CCN(Cc2cccs2)S(=O)(=O)c2ccc(-n3cnnn3)cc2)cc1OC
-5.6	-4	-1	-1	-4	6	-3	-2.9	6	Cc1cccc(NC(=S)NC(=O)c2cc(-c3ccccc3)nc3ccccc23)c1
.	.	-1	-15	4	34	.	.	.	O=C1NC[C@H](Cc2ccccc2)N(CC2CCCCC2)C1=O
0.5	0	8	1	-4	27	-8	-2.5	-8	Cc1ccccc1NC(=O)c1nn(-c2ccc(F)c(F)c2)ccc1=O
-3.0	-3	-3	1	2	-3	-5	-5.4	33	O=S(=O)(CCn1cccc1)CCn1cccc1
-0.9	-12	2	-2	-2	7	7	-1.3	8	Cn1c(CN2CCN(CC#N)CC2)c(C#N)c2ccccc21
-1.8	-1	2	7	0	-2	-7	-1.1	10	CCCC(=O)Nc1ccccc1NC(=O)C1CCCCC1

Ordered by molar mass (lowest first): some entries from above
VIM-2 inhibitor	M18AAP inhibitor	IDE cell activ	p-CIP stab down	IDE inh	PHOSPHO1 inh	GPR7 antagonist	IMP-1 inh	NALP1 inh	SMILES
-1.8	-1	2	7	0	-2	-7	-1.1	10	CCCC(=O)Nc1ccccc1NC(=O)C1CCCCC1
-5.6	-4	-1	-1	-4	6	-3	-2.9	6	Cc1cccc(NC(=S)NC(=O)c2cc(-c3ccccc3)nc3ccccc23)c1
-0.6	4	4	.	3	.	4	-1.6	.	COc1ccc(CCN(Cc2cccs2)S(=O)(=O)c2ccc(-n3cnnn3)cc2)cc1OC
